Screens deposited in PubChem by Sanford-Burnham Center for Chemical Genomics.
SENP6 block: blocks the human protease SENP6. Q9GZR1. actives 1.8% (n = 330,000). Recombinant SENP6 catalytic domain, aminoluciferin luminescence. AID 2599. inhibition, % at 10 µM;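 active means inhibition above about 50% at the single tested dose, limit read from the data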;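 further: plate controls were DMSO wells with enzyme for no effect and DMSO wells lacking enzyme for full effect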
GRIN3A LBD mod: modulates the human NR3A ligand-binding domain; NR3A LBD differential scanning fluorimetry, Tm shift; 0% = protein alone, 100% = glycine-bound protein; Tm shift relative to glycine control, % at 25 µM; actives 2.5% (n = 340,000); AID 1259313;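 active means melting temperature shift of at least 10% of the positive control shift, at one fixed dose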
ATG4B inhibitor: inhibitors of human ATG4B cysteine protease; ATG4B cleavage of LC3-PLA2, NBD-HPC fluorescence, 1 h; inhibition, % at 8.33 µM; actives 0.51% (n = 340,000); AID 504462; in the data active means inhibition above about 40%
Target sequence (Q9Y4P1 whole entry, looked up): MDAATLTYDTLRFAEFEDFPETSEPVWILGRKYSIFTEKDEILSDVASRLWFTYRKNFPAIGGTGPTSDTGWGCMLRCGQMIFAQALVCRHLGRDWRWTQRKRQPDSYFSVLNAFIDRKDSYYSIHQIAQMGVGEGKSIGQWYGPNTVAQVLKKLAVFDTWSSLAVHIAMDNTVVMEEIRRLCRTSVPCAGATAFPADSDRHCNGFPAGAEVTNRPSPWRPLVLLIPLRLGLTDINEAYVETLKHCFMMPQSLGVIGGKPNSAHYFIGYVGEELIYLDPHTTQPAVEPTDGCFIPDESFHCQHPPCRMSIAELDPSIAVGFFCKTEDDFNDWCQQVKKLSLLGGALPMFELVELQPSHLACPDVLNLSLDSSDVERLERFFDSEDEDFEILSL
hIAP act: increases human intestinal alkaline phosphatase activity | activation factor at 10 µM | actives 0.16% (n = 330,000) | AID 2524 | purified human IAP, CDP-Star luminescence, 30 min; hits give high values; 1 = vehicle-only enzyme, 0 = enzyme-free background | P09923;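 active means activation factor of the enzyme at least 2-fold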; further: the source names both 10 and 20 µM as test concentration; values of inactives mirror those of a sister screen read the other way
PfGluPho inh: PfG6PD (Plasmodium falciparum) enzyme inhibition. PfGluPho enzyme, NADPH resazurin-diaphorase fluorescence. inhibition, % at 20 µM. actives 0.78% (n = 350,000);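 active means inhibition reaching at least a set limit at 20 µM in the primary screen, cut at about 59% in these data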;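 further: 0% = DMSO wells with substrate and 100% = DMSO wells lacking glucose-6-phosphate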
SENP1 FRET inh: SENP1 (human) catalytic domain inhibition. Q9P0U3. recombinant SENP1 catalytic domain, CyPet-SUMO1-YPet FRET cleavage. inhibition, % at 10 µM. actives 0.21% (n = 360,000);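 active means inhibition at least 30% at 10 µM, raw YFP signal under a set limit, fluorescence ratio 0.5 to 1.5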;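 further: 0% = enzyme with DMSO and 100% = no enzyme wells; some results filed as inactive read as strong as hits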
Target sequence (Q9P0U3 419-644 limits assumed): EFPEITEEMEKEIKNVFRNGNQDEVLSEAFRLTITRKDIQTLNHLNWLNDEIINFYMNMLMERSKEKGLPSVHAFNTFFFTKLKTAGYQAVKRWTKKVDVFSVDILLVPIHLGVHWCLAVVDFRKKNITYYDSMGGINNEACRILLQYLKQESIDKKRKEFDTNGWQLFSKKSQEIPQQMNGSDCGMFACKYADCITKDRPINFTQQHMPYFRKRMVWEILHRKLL
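Test system: recombinant human SENP1 catalytic domain, His6-tagged / Medium: pH 8 Tris buffer with EDTA, NaCl, BME, BSA, NP40, catalase / Also added: SUMO1 FRET substrate flanked by Cypet and Ypet, 25 nM / Times: 50 min reaction at room temperature / Signal: FRET, CFP and YFP emission / Control set: no-enzyme low control and enzyme-plus-DMSO high control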
MPTP block: inhibitors of mitochondrial permeability transition pore | actives 1.4% (n = 360,000) | inhibition, % at 10 µM | isolated mouse mitochondria, Ca2+ swelling absorbance, 30 min;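 active means inhibition of 50% or more, scaled per plate between neutral and stimulator controls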;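 further: 0% = DMSO wells given calcium and 100% = 1 mM EGTA wells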
SENP8 inh: SENP8 (human) protease inhibition | inhibition, % at 20 µM | actives 0.64% (n = 360,000) | AID 602440 | Q96LD8 | recombinant SENP8, Nedd8 substrate fluorescence; in the data active means inhibition mostly above about 40%, no sharp cut-off; inactive means mostly below about 27%
Target sequence (Q96LD8 whole entry, looked up): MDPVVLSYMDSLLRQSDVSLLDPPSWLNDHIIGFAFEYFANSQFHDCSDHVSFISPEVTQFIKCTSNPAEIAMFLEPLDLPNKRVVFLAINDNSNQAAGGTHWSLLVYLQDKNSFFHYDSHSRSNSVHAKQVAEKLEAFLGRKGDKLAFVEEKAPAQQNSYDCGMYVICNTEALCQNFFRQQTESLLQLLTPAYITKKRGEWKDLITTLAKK
An asterisk follows results filed as active; x = no result given. No enrichment for hits, and some 6.7% of all compounds hit somewhere here.

SMILES	SENP6 block	GRIN3A LBD mod	ATG4B inhibitor	hIAP act	PfGluPho inh	SENP1 FRET inh	MPTP block	SENP8 inh
O=C(CSc1cccc2cccc(Cl)c12)OCC(=O)N1CCN(C(=O)c2ccco2)CC1	4	1	-16	1.1	16	-2	-0.8	-8
Cc1nc(C)c(-c2ccc(SCc3ccccc3F)nn2)s1	11	1	-4	0.84	31	1	-2.4	10
COc1ccc2[nH]cc(CCNC(=O)c3ccco3)c2c1	-4	0	-10	0.95	10	-2	-2.6	-4
CCOc1ccccc1NC(=O)CN1C(=O)CSC(C)C1=O (configuration not stated)	-2	-5	-2	0.9	9	0	2.8	22
O=C(O)c1cccc([N+](=O)[O-])c1C(=O)Nc1nc2ccccc2s1	-1	-1	5	0.96	5	1	-2.6	8
CNC(=S)NNC(=O)c1oc2nc(-c3ccccc3)cc(C)c2c1N	20	0	2	1.6	10	-39	1.1	-430
COc1ccccc1N1CCN(CC(=O)NCc2ccc(Cl)cc2)CC1	13	0	-1	1.2	2	1	0.1	9
COc1ccc(C(=O)Cn2c(NCCCO)nc3ccccc32)cc1OC	0	-2	6	1	-7	2	2.7	0
S=c1[nH]nc(COc2ccc(Cl)cc2)n1-c1ccccc1	-14	3	-5	1.1	26	1	0.0	16
O=C(NCC1CCCO1)C(c1ccc(F)cc1)N(CCCN1CCOCC1)C(=O)c1ccc(-c2ccccc2)[nH]1 (configuration not stated)	4	0	-6	1.1	12	x	x	x
COc1cccc(NC(=O)Nc2c(C)n(C)n(-c3ccccc3)c2=O)c1	-1	2	-5	0.89	-9	-42	-0.8	15
COc1cccc2cc(C(=O)OCC(=O)N3CC(C)OC(C)C3)c(=O)oc12 (configuration not stated)	4	1	-5	1.1	-7	1	1.2	-27
COc1ccc(-c2nnc3ccc(SCC(=O)N4CCCCCC4)nn23)cc1OC	4	-2	-4	0.9	-17	0	-0.2	9
COc1ccc(N=C/C=C2\C=C(c3ccccc3)OC(C)(C)O2)cc1	-14	-3	2	0.96	-11	-19	6.6	11
CC(=NNC(=O)c1cc(C)nc2ccccc12)c1ccc(N2CCOCC2)cc1	11	1	-12	0.94	1	2	0.5	17
Cc1ccc(S(=O)(=O)N2CCC(C(=O)N3CCCCCCC3)CC2)cc1	x	-1	3	x	4	1	-0.4	4
COc1ccc(C(C)NC(=O)C2CCCO2)cc1OC (configuration not stated)	1	0	3	0.97	14	1	-0.2	11
c1coc(-c2nc(N=C3N=c4ccccc4=N3)[nH]c2-c2ccco2)c1	x	x	x	x	17	-13	6.3	-42
O=C(NCc1nnnn1-c1ccc(Cl)cc1)c1ccc2c(c1)OCO2	x	x	x	x	3	-1	0.3	31
CCCCNC(=O)CSc1nc(CCC)nc2ccccc12	-10	-17	-6	1.1	1	1	2.5	10
CNC(=O)C1CC(=O)N(c2ccc(OCC(=O)Nc3ccccc3C)cc2)C1 (configuration not stated)	-8	2	-5	0.96	-1	-1	-1.0	10
CC(C)CC(COCc1cccc(Cl)c1)N1CCN(C(=O)c2cccc(C(F)(F)F)c2)CCC1=O (configuration not stated)	-9	-2	-11	0.94	17	2	0.6	8
Cc1cc(C)c(Nc2ncccc2C(=O)O)c(C)c1	-37	-1	-7	0.96	3	1	-0.6	-1
c1cncc(-c2ccnc3ncnn23)c1	-1	0	9	1.1	-13	2	-0.2	-8
COc1ccc(NC(=O)C2CCCNC2)cc1OCC(C)C (configuration not stated)	-27	0	-7	1.2	16	3	45	23
c1ccc(COc2ccc(CNCc3cccnc3)cc2)cc1	-13	-3	-6	0.97	14	-1	1.1	17
COc1ccc(Cl)cc1NC(=O)CSc1nc2[nH]ncc2c(=O)[nH]1	x	x	x	x	-29	3	0.6	2
CCOC(=O)N1CCN(CC(=O)Nc2ccc(F)c(F)c2)CC1	12	-2	0	1.1	-14	1	0.4	9
CC1CCN(c2nc3ccccc3nc2C(C#N)C(=O)OC2CCCCC2)CC1 (configuration not stated)	9	2	-14	0.91	15	-28	9.0	-9
CCC1CCCCN1C(=S)NC(=O)c1cccc([N+](=O)[O-])c1 (configuration not stated)	-10	4	-3	0.8	5	1	0.4	1
Cc1cc(OCC(=O)NNC(=S)NCC2CCCO2)cc(C)c1Cl (configuration not stated)	-13	-1	10	1.9	9	0	-0.3	6
CCCCn1c(=O)c(CCC(=O)OCC(=O)NC(=O)NCCOC)nc2ccccc21	-23	-2	-5	1.1	2	0	-0.1	-143
CCOc1nc(NCCN2CCOCC2)nc(Nc2ccc([N+](=O)[O-])cc2)n1	-2	3	-13	1.1	29	1	14	21
CC(=O)c1c(C)[nH]c(C(=O)COC(=O)c2cccs2)c1C	7	0	4	0.99	3	1	-0.1	15
Cc1ccc(C)c(S(=O)(=O)N/N=C2/CCCc3ccccc32)c1	-13	-12	-1	0.98	-1	5	0.1	-3
O=c1[nH]c(=O)n(Cc2ccco2)c2c1C(C(F)(F)F)(C(F)(F)F)N=C(CCC1CCCCC1)N2	-5	3	-13	0.82	35	1	70*	-16
O=S(=O)(c1ccc(-c2ccon2)s1)N1CCOCC1	-16	1	-5	1.2	-2	2	4.4	19
COCCCNC(=O)CCCOc1ccccc1	-2	1	-4	1	-3	2	0.6	15
Cc1ccc(-c2cc(C(=O)NC3CCCCC3)no2)cc1	-3	-3	-7	1.1	0	1	1.1	1
COc1ccc(N2CCN(C(=O)C(=O)c3c(C)[nH]c4ccccc34)CC2)cc1	-10	1	-14	0.82	-5	2	-1.1	23
COc1ccc(C(=O)Nn2c(C)nnc2-n2nc(C)cc2C)cc1OC	19	-3	-9	1.1	-1	0	-1.0	13
Cc1ccc(NC(=O)c2cccs2)cc1	40	-10	-9	1	13	3	-0.7	5
COc1ccccc1N1CCN(C(=O)CCc2ccc(S(=O)(=O)NC(C)C)cc2)CC1	6	-2	-7	0.9	-2	-2	3.4	-2
Cc1cccc(-n2c(SCC(=O)N3CCCC3)nnc2-c2ccccn2)c1C	-23	0	2	1.1	-5	2	1.0	17
Cc1ccc(-c2csc(N(CCO)CCCn3c(C(F)(F)F)nc4cc(C(F)(F)F)ccc43)n2)cc1	-1	19*	-6	0.88	38	-7	0.3	-10
COc1ccc(C)cc1Nc1nc(-c2c(C)[nH]c3ccccc23)cs1	-12	2	-4	0.88	4	-25	1.0	-393
CCOC(=O)CSC1=NC(=O)/C(=C\c2ccc(Cl)cc2)S1	34	-32	-3	0.94	28	6	41	25
CN(C)c1nc2ccc(OCCN3CCCCC3)cc2s1	-3	1	-4	0.84	-7	0	1.7	12
CCOc1cc(/C=N/Nc2nc(-c3cccc(S(=O)(=O)N4CCCC4)c3)cs2)ccc1O	-12	-6	-13	0.9	30	2	-3.0	-146
Cc1ccc(C(=O)NN2C(=O)/C(=C/c3cccn3C)SC2=S)cc1	-15	2	14	0.77	-13	-58	1.1	28
O=C(O)CC(NC(=O)C12CC3CC(CC(C3)C1)C2)c1cc([N+](=O)[O-])ccc1Cl (configuration not stated)	-22	0	0	1.1	6	0	-0.2	11
C[N+](C)(CC#Cc1ccccc1)CC(=O)c1ccc(Cl)cc1	-10	9	5	0.98	-6	1	0.2	10
CC(C)(C)[C@H]1COC(=O)CC/C=C\C[C@@H](CC(=O)N[C@H](CO)Cc2ccccc2)C(=O)N1	-14	-4	2	0.9	-10	2	0.5	-4
COc1cc2cnc(-c3ccccc3)c(-c3ccc(C(F)(F)F)cc3)c2cc1OC	16	-7	-14	1.1	25	-1	0.9	-19
CN(CC(=O)Nc1cccc(F)c1)CC(=O)Nc1cccc([N+](=O)[O-])c1	6	-4	-6	1.1	8	2	6.0	19
CCc1nnc(NC(=O)CCC(=O)NC2CCCCC2)s1	-17	-1	8	1.1	-12	2	-1.3	24
Cc1ccc(CSc2nc3[nH]ncc3c(=O)[nH]2)cc1	-33	-2	-3	1	-21	-2	-1.3	-18
c1coc(CNCC2OCCc3ccccc32)c1 (configuration not stated)	-10	1	-5	0.95	1	-1	-0.8	9
O=C(Nc1ccccc1N1CCN(C(=O)c2ccccc2)CC1)c1ccco1	-6	-2	-7	0.95	-6	0	-0.7	13
C=CCn1c(SCC(=O)c2ccc(OC)cc2)nnc1-c1cc2cccc(OC)c2o1	-26	0	-3	1.2	-7	3	-0.1	-11

Full records as entered above.
Cc1ccc(C(=O)NN2C(=O)/C(=C/c3cccn3C)SC2=S)cc1 as listed: SENP6 block = -15; GRIN3A LBD mod = 2; ATG4B inhibitor = 14; hIAP act = 0.77; PfGluPho inh = -13; SENP1 FRET inh = -58; MPTP block = 1.1; SENP8 inh = 28
c1coc(CNCC2OCCc3ccccc32)c1 (configuration not stated) as listed: SENP6 block = -10; GRIN3A LBD mod = 1; ATG4B inhibitor = -5; hIAP act = 0.95; PfGluPho inh = 1; SENP1 FRET inh = -1; MPTP block = -0.8; SENP8 inh = 9
CCOc1cc(/C=N/Nc2nc(-c3cccc(S(=O)(=O)N4CCCC4)c3)cs2)ccc1O as listed: SENP6 block = -12; GRIN3A LBD mod = -6; ATG4B inhibitor = -13; hIAP act = 0.9; PfGluPho inh = 30; SENP1 FRET inh = 2; MPTP block = -3.0; SENP8 inh = -146

(next part)
SMILES	SENP6 block	GRIN3A LBD mod	ATG4B inhibitor	hIAP act	PfGluPho inh	SENP1 FRET inh	MPTP block	SENP8 inh
COc1cccc(N/C=C/C(=O)c2ccc(OC)c(OC)c2)c1	89*	-15	-4	1.1	20	-64	1.9	-271
O=S(=O)(c1cccnc1)N1CCn2cccc2C1c1ccccc1F (configuration not stated)	3	1	-2	1	8	-3	0.1	-4
Cc1ccc(S(=O)(=O)N[C@H](C(=O)OCC(=O)N2N=C(c3ccc(Cl)cc3)CC2c2ccco2)C(C)C)cc1 (some centres not stated)	5	3	-18	0.95	10	-1	-0.4	19
CC(=O)N/C(=N/c1nc(C)cc(C)n1)Nc1ccc(F)cc1F	-14	-1	-3	1.2	2	1	0.4	19

Arranged by value in SENP1 FRET inh (ascending): some entries from above
structure	SENP1 FRET inh
COc1cccc(N/C=C/C(=O)c2ccc(OC)c(OC)c2)c1	-64
O=S(=O)(c1cccnc1)N1CCn2cccc2C1c1ccccc1F (configuration not stated)	-3
Cc1ccc(S(=O)(=O)N[C@H](C(=O)OCC(=O)N2N=C(c3ccc(Cl)cc3)CC2c2ccco2)C(C)C)cc1 (some centres not stated)	-1
